# ERa coact pot: enhancers of ERα–SRC-1 coactivator binding, primary screen, biochemical, TR-FRET, ERα LBD, low estradiol; Estrogen receptor (Homo sapiens), P03372; TR-FRET ERalpha-LBD/SRC-Cy5 coactivator binding, 2 h; 100 = basal binding, no effect; coactivator binding (% of control), % at 25.6 µM; hit rate 1.3% among 86,000; in the data active = activity above about 200%;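 also: binding measured in presence of low estradiol as agonist stimulus; 0% = peptide alone without receptor and 100% = receptor with peptide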
# Target sequence (P03372 whole entry, looked up, the tested form may be a part): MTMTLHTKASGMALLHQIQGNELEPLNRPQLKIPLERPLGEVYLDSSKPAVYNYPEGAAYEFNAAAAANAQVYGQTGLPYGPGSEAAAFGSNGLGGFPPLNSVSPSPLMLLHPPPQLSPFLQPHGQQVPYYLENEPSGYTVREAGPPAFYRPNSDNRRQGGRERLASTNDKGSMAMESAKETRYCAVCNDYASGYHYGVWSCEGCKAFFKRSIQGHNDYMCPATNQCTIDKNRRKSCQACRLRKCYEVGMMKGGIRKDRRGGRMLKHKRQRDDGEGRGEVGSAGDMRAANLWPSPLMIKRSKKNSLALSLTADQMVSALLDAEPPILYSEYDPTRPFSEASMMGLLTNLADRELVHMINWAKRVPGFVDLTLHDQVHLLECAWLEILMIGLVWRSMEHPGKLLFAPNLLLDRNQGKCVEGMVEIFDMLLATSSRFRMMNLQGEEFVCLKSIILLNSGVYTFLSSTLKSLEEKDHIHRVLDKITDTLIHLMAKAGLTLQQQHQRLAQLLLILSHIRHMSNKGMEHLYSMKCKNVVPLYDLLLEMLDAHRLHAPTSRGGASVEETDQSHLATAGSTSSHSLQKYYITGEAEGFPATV
# ERb coact inh: inhibitors of ERβ-SRC1 coactivator interaction, primary screen, biochemical, TR-FRET, ERβ LBD, SRC-1 peptide. Estrogen receptor beta (Homo sapiens), Q92731. TR-FRET ER-beta LBD / SRC1-Cy5 peptide binding; receptor agonist-loaded with 1 µM estradiol. inhibition, % at 25.6 µM. hit rate 1.3% among 86,000. AID 633, 2007;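 active = compounds whose percent inhibition of the receptor-coactivator binding signal exceeds about 50% in the single-dose screen, limit read from the data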;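 also: 0% = receptor plus peptide wells without compound and 100% = peptide-only wells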
# Candida biofilm: clotrimazole potentiators killing Candida biofilms, primary screen, with clotrimazole, Alamar Blue. hit rate 0.14% among 85,000. inhibition, % at 6 µM. AID 834, 2007. C. albicans biofilm + clotrimazole;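 active = inhibition above 20%; inactive = inhibition below 20%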;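 also: preformed 24 hr biofilms exposed to compound for 48 hr; 0% = biofilm without compound and 100% = blank killed by clotrimazole plus chlorhexidine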
# sEH activator: soluble epoxide hydrolase activators, primary screen, biochemical, human sEH. hit rate 0.04% among 91,000. activation, % at 2 µM. purified human sEH enzymatic activity, activator screen; in the data active = activation above about 37%; also: values of inactives mirror those of a sister screen read the other way
# CD11b adhes enh: enhancers of CD11b/CD18 adhesion to fibrinogen, primary screen, K562 cells, luminescence | ATPlite luminescence | activation, % at 10 µM | hit rate 0.07% among 93,000 | AID 1499, 2009;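 active = 10 µM primary screen giving 50% or more activity, confirmed by 40% or more on retest at that dose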; also: strong numbers were not always called active; reference of the scale not given here
# sEH inhibitor: soluble epoxide hydrolase inhibitors, primary screen, biochemical, human sEH | AID 707, 2007 | hit rate 0.34% among 91,000 | recombinant human sEH enzymatic activity assay | inhibition, % at 2 µM | Bifunctional epoxide hydrolase 2 (Homo sapiens), P34913; in the data active = inhibition above about 80%; also: values of inactives mirror those of a sister screen read the other way; many of its hits are not listed in these tables
# MT1-MMP txn act: MT1-MMP promoter reporter activation – cell-based, luciferase luminescence, primary screen | HT1080 MT1-MMP promoter luciferase reporter, overnight; active compounds read high | activation factor at 10 µM | hit rate 0.16% among 86,000 | AID 750, 2007;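 active = activation factor of at least 2 for MT1-MMP transcription at 10 µM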
# Mac1 fbg inh: inhibitors of CD11b/CD18 adhesion to fibrinogen, primary screen, K562 cells, luminescence; Integrin beta-2 (Homo sapiens) + Integrin alpha-M (Homo sapiens), P05107+P11215; ATPlite luminescence; Mn2+ added to activate the integrin; inhibition, % at 10 µM; hit rate 0.54% among 93,000; AID 1497, 2009;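 active = primary inhibition of 50% or more at 10 µM, then 40% or more on retest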; also: some results filed as inactive read as strong as hits
# Smad3 FoxH1 inh: Smad3/FoxH1 peptide binding inhibitors, primary screen, biochemical, TR-FRET; TR-FRET Smad3/Dy647-FoxH1 peptide binding, europium anti-His; inhibition, % at 25 µM; hit rate 0.29% among 88,000;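 active = compounds that reduce the energy-transfer binding signal between the protein and its labelled peptide by more than half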;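 also: 0% = Smad3 plus labelled peptide maximal FRET and 100% = peptide-only background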
# Target sequence (P84022 whole entry, looked up): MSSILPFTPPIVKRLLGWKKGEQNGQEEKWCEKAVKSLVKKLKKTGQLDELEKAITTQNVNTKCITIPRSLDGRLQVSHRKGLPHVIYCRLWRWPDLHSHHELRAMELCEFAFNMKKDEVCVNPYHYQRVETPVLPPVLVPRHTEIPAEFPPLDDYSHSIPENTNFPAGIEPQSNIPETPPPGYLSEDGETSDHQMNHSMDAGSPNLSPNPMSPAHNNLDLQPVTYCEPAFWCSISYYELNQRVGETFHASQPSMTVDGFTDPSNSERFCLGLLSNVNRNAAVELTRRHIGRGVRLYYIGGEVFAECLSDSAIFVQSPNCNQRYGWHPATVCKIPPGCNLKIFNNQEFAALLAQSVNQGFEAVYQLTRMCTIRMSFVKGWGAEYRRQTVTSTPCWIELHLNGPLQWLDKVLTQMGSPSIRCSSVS
# The depositor's hits bear a star; nt = no result given; [ ] = remark or other dose. An excerpt. The share of hits here may be higher or lower than overall.
no.	SMILES	ERa coact pot	ERb coact inh	Candida biofilm	sEH activator	CD11b adhes enh	sEH inhibitor	MT1-MMP txn act	Mac1 fbg inh	Smad3 FoxH1 inh
1	CCn1c(SCC(=O)OCc2ccccc2)nc2c1c(=O)n(C)c(=O)n2C	90	7	4	2	-2	-1	1.1	2	-1
2	Cc1nn(CC(=O)Nc2ccc3c(c2)nc(CCN2CCCCC2)n3C)c(=O)c2ccccc12	80	1	-2	-8	-10	9	0.9	12	-1
3	CC(C)Sc1nc2c(c(=O)n(C)c(=O)n2C)n1C	121	-8	3	-13	5	12	1.1	13	2
4	O=C(NCc1ccc2[nH]c3c(c2c1)CCCC3)N1CCOCC1	116	6	5	nt	-3	nt	1.1	-24	34
5	O=[N+]([O-])c1ccc(-c2cnc(SCc3ccccc3Cl)[nH]2)cc1	nt	nt	nt	-31	-4	34	nt	2	nt
6	CC(=O)c1cc2c(cc1NC(=O)CN1CCN(c3ccc(F)cc3)CC1)OCO2	109	-3[fluorescence artefact?]	-1	0	-3	3	1.4	-4	11
7	O=C(O)CCCC(=O)N1CCc2cc(S(=O)(=O)N3CCc4ccccc43)ccc21	147	-8	3	3	-1	-3	1.1	-10	7
8	Cc1nn(-c2cc(Cl)ccc2N)c(=O)c2ccccc12	120	1[fluorescence artefact?]	1	6	1	-5	1.2	10	-3
9	Cc1cc2ccccn2c1C(=O)c1nc(N2CCOCC2)ncc1Cl	95	-4[fluorescence artefact?]	5	7	nt	-7	1	nt	-10
10	COc1ccc(C2C(C(C)=O)=C(O)C(=O)N2c2cccnc2)c(OC)c1 (stereo unspecified)	119	0	7	-7	nt	7	1.1	nt	-2
11	COc1ccc2oc(C(=O)OCC(=O)NC(=O)NC(C)C)c(C)c2c1	nt	nt	nt	11	-4	-12	nt	-31	nt
12	N#Cc1cc2c(nc1SCC(=O)Nc1sc3c(c1C#N)CCC3)CCC2	113	13	1	nt	nt	nt	1.3	nt	1[fluorescence artefact?]
13	Cc1ccc2c(c1)C1(C(=O)N2C)N2CC3(C)CN1CC(C)(C2)C3=O (stereo unspecified)	115	0[fluorescence artefact?]	0	nt	2	nt	1.1	-6	2
14	COc1ccc(S(=O)(=O)NC2CC(C)(C)NC(C)(C)C2)c(C)c1C	114	-8	8	1	-2	-1	1.3	-12	10
15	O=C(NCCc1ccccc1)C1CC(=O)N(C2CCCCCC2)C1 (stereo unspecified)	131	-7	8	nt	-6	nt	1	-5	4
16	O=P(CCC(F)(F)F)(CCC(F)(F)F)CCC(F)(F)F	109	-2	-1	-6	-1	6	nt	11	3
17	O=C(CSc1nc2ccc(Cl)cc2o1)NCc1ccc2c(c1)OCO2	118	3	2	-13	-1	15	nt	-42	-6
18	O=C(CCCN1C(=O)CCC1=O)Nc1cccc(C(F)(F)F)c1	117	10	6	5	0	-2	1.1	-10	-1
19	Oc1c(CN2CCCCC2)cc(COCc2ccccc2)c2cccnc12	nt	nt	nt	8	-1	-9	nt	-2	nt
20	CCS(=O)(=O)N1CCN(S(=O)(=O)c2ccccc2)CC1	79	6	3	-6	-3	7	1.1	6	5

# Single entries from above:
# entry 11 in sEH activator is listed with 11
# entry 10 in MT1-MMP txn act is listed with 1.1

# By substructure: those above with an NH in an aromatic ring
no.	SMILES	ERa coact pot	ERb coact inh	Candida biofilm	sEH activator	CD11b adhes enh	sEH inhibitor	MT1-MMP txn act	Mac1 fbg inh	Smad3 FoxH1 inh
4	O=C(NCc1ccc2[nH]c3c(c2c1)CCCC3)N1CCOCC1	116	6	5	nt	-3	nt	1.1	-24	34
5	O=[N+]([O-])c1ccc(-c2cnc(SCc3ccccc3Cl)[nH]2)cc1	nt	nt	nt	-31	-4	34	nt	2	nt

# Remaining list, next part
no.	SMILES	ERa coact pot	ERb coact inh	Candida biofilm	sEH activator	CD11b adhes enh	sEH inhibitor	MT1-MMP txn act	Mac1 fbg inh	Smad3 FoxH1 inh
21	CCN(CC)CCCOC(=O)C1(c2ccccc2)CCCC1	100	-4	3	-10	1	9	1.2	-5	10
22	Fc1ccc(CSc2nncn2NCc2ccc3c(c2)OCO3)cc1	88	-11	7	-6	0	6	1.1	2	10
23	O=C(CCC(=O)N1CCOCC1)Nc1nnc(C2CCCCC2)s1	108[fluorescence artefact?]	-13	5	8	-5	-7	1.2	0	9
24	Cc1ccc(S(=O)(=O)NCCN=C(CN2CCCC2)NS(=O)(=O)c2ccc(C)cc2)cc1	109	-8	4	nt	-1	nt	1.3	14	7[fluorescence artefact?]
25	C=CCOc1ccccc1/C=c1\sc2nc(-c3oc4ccccc4c3C)nn2c1=O	97	-17	6	1	nt	3	1.1	nt	-26[fluorescence artefact?]
26	CC(=O)[C@@H]1[C@@H]2C(=O)N(Cc3ccccc3)C(=O)[C@@H]2C2c3ccccc3C=CN21 (stereo partly specified)	97[fluorescence artefact?]	6	7	nt	-3	nt	1	-19	14[fluorescence artefact?]
27	O=S(=O)(Nc1ccncc1)c1ccc(Cl)cc1	nt	nt	nt	-9	1	10	nt	-13	nt
28	C=CCNC(=S)Nc1ccccc1	nt	nt	nt	-4	-2	5	nt	5	nt
29	Cc1nn(C)c(C)c1S(=O)(=O)N1CCCC(C(=O)NC2CCCCCC2)C1 (stereo unspecified)	111[fluorescence artefact?]	-2[fluorescence artefact?]	9	nt	-2	nt	1.1	-3	9
30	Brc1cc2c(cc1COc1ccc(-c3nn[nH]n3)cc1)OCO2	79	-3	8	-3	nt	3	1.3	nt	-7
31	CCOC(=O)/C=C1\NC(=O)C(C)S1 (stereo unspecified)	114	10	2	-13	0	12	0.9	-41	-3
32	CC(=O)Nc1cccc(OCC(=O)NS(=O)(=O)c2ccc(C)cc2)c1	109	27	6	5	-3	-4	0.9	3	10
33	Cc1nn(CCOc2ccccc2)c(=O)n1-c1c(F)cccc1F	nt	nt	nt	11	0	-8	nt	4	nt
34	CC(C)N(CCc1ccncc1)C(=O)Nc1ccc(Cl)c(Cl)c1	113[fluorescence artefact?]	-5	-3	-20	0	18	1	2	15[fluorescence artefact?]
35	Cc1cc(C)c(C#N)c(Sc2nnnn2-c2ccccc2)n1	75[fluorescence artefact?]	27	3	-3	-1	5	nt	-11	-14
36	CCCc1[nH]n(-c2nc3ccccc3s2)c(=O)c1C=NCCN1CCOCC1	125	-2	1	5	3	-1	1.1	-10	-4
37	CC(NC1CCCC1)C(=O)Nc1ccccc1-c1ccccc1 (stereo unspecified)	95	-17	8	-6	nt	6	1	nt	-2
38	Cc1nc2ccc(NC(=O)c3ccc(Cl)c(NC(=O)c4cccs4)c3)cc2s1	96[fluorescence artefact?]	5	4	-24	8	23	1.3	-14	-5
39	O=C(C1CCCN(c2nnc(-n3cccc3)s2)C1)N1CCN(c2ccccc2)CC1 (stereo unspecified)	nt	nt	nt	-14	-2	14	1	-11	nt
40	COc1cccc(C(=O)Nc2ccc(F)cc2F)c1	116	-5	9	-1	nt	1	1.4	nt	-2
41	COc1ccc(C(c2nnnn2C(C)(C)C)N2CCN(c3nc4ccccc4s3)CC2)cc1OC (stereo unspecified)	90	3	1	nt	2	nt	1.1	-8	9
42	COc1ccc(N2CCN(C(=O)Cc3ccc(-n4c(=O)[nH]c5ccccc5c4=O)cc3)CC2)cc1	119	6	1	-3	nt	2	0.9	nt	7
43	O=C(Nc1ccccc1-c1ccccc1)c1ccc(Br)o1	85	-10	8	0	0	-2	1	-5	-19
44	Cc1cc(Cl)c(S(=O)(=O)NCc2ccccc2)cc1OCC(N)=O	94	2[fluorescence artefact?]	-1	-7	-3	9	1.1	-28	-4
45	Cc1nn(-c2ccc(F)cc2F)c2c1-c1nc(N3CCCC3)ncc1CC2	149	20	1	-7	-4	8	1.1	-4	9
46	CN(Cc1ccccc1)C(=O)c1ccc2c(c1)OCCO2	118	0	0	nt	-1	nt	1.2	28	-13
47	Cc1ccccc1C(=O)c1cccn1CC(=O)NCc1ccco1	96	20	7	-5	nt	4	1.2	nt	14[fluorescence artefact?]
48	c1ccc2c(c1)Cc1cc(CN3CCOCC3)ccc1-2	107	-7	8	-2	3	3	1.3	5	3
49	Cc1nnc(NC(=O)c2oc3cc(C)c(C)cc3c2C)s1	138[fluorescence artefact?]	17	5	14	12	-15	1.1	8	6
50	Cn1c(CC(=O)Nc2ccccc2)nnc1SCCOc1ccccc1	101	-9	4	1	-5	-5	1.4	2	10
51	CCOC(=O)N1CCN(c2c(N3CCc4ccccc4C3)c(=O)c2=O)CC1	121	-1	-1	nt	-6	nt	1	8	3
52	Cc1cccc(OCC(=O)Nc2nonc2NC(=O)COc2cccc(C)c2)c1	144	52*[fluorescence artefact?]	5	0	nt	-2	1.2	nt	2
53	Cc1cc(C)cc(OCc2nnc(SCC(=O)Nc3ccccc3)o2)c1	110	-23	5	7	0	-2	1.1	0	6
54	COc1ccc(-c2cnnn2-c2ccc(N)cc2)cc1OC	109	-26	0	-10	nt	11	1.1	nt	4
55	O=C(CSc1nc(Nc2ccccc2)nc(N2CCOCC2)n1)N1CCCC1	92	-3	1	4	3	-6	1	8	4
56	O=C(CSc1ncnc2ccccc12)N1CCCC1	104	0	-14	-9	-2	8	1.4	10	9
57	CN1C(=O)c2ccccc2C(C(=O)NCCCN2CCCC2)C1c1c[nH]c2ccccc12 (stereo unspecified)	109	2	4	3	4	-2	nt	2	1
58	Cc1nc2sc(C(c3ccccc3)N3CCN(C(=O)c4ccco4)CC3)c(O)n2n1 (stereo unspecified)	98	42	5	2	nt	3	1	nt	3
59	COc1ccc(C2C3=C(CC(C)(C)CC3=O)Nc3c2c(=O)[nH]c2nc(C)nn32)cc1 (stereo unspecified)	105	1[fluorescence artefact?]	7	6	-5	-6	1.1	-15	10
60	Cc1ccc(NC2=NC(c3ccccc3)n3c(nc(C)cc3=O)N2)c(C)c1 (stereo unspecified)	108	-21	2	-5	nt	8	1.3	nt	-9
61	COc1ccc(Cl)cc1-n1c(N)c(C(N)=O)sc1=S	74	-4[fluorescence artefact?]	-1	16	-2	-19	1.1	2	2
62	Cc1c(NS(=O)(=O)c2cccc3nsnc23)c(=O)n(-c2ccccc2)n1C	93	-3	5	nt	1	nt	1.2	12	0
63	COc1ccccc1N1CCN(C(=O)CN(c2ccc(C)c(C)c2)S(C)(=O)=O)CC1	63	2[fluorescence artefact?]	-2	-7	-4	7	1.1	7	9
64	COc1ccc(CC(NC(C)=O)C(=O)NC2CCN(S(=O)(=O)c3cccc4ccccc34)CC2)cc1OC (stereo unspecified)	107	-1	0	-6	-4	4	1.3	0	-7
65	CCn1cc(C(=O)N2CCN(Cc3ccc4c(c3)OCO4)CC2)c(=O)c2ccc(C)nc21	94	-1	5	0	-4	0	1.3	-4	-3
66	COc1ccc(OC)c(N/C(C)=C/C(=O)c2ccc(C)o2)c1	91[fluorescence artefact?]	6[fluorescence artefact?]	6	-4	1	1	1.2	-10	-7
67	Cc1ccc(NC2=Nc3ccccc3N3C2=Nc2c(c(C)nn2-c2ccccc2)C3c2ccc(O)c(O)c2)cc1 (stereo unspecified)	91[fluorescence artefact?]	11	11	-2	nt	6	1.1	nt	-7
68	COc1ccc(N2C(=O)CCC(C(=O)N(C)C3CCCCC3)C2c2ccc(OC)c(OC)c2)cc1 (stereo unspecified)	117	4[fluorescence artefact?]	-1	nt	-4	nt	1.1	-14	10
69	Cc1cc2ccccc2cc(C)c1=O	114	-11	4	6	3	-8	1.2	0	3

# Source: PubChem BioAssay (several laboratories)
